# Source: PubChem BioAssay
# TR SRC2 fluor cs: Total Fluorescence Counterscreen for Inhibitors of the Interaction of Thyroid Hormone Receptor and Steroid Receptor Coregulator 2; TRb/SRC2 Texas Red total fluorescence interference; AID 1479, 2009; Potency, µM (highest dose often 106 µM), inactives show top-dose fluorescence change, negative = quenching; actives 0.29% (n = 280,000); active = well fitted curve in either direction with a large enough effect; inconclusive = small, poorly fitted or top-dose-only effect; also: % is scaled to controls: 0 for no effect and ±100 for the full control effect
#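 Human TRb ligand-binding domain at 0.6 uM with 20 nM Texas Red SRC2 peptide in Tris buffer containing 1 uM T3 and 5% DMSO, incubated with compound 5 h at ambient temperature. Total fluorescence (555/632 nm) calculated as parallel + 2 × perpendicular.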
# JMJD2E inh: qHTS Assay for Inhibitors of Human Jumonji Domain Containing 2E (JMJD2E) | actives 1.6% (n = 230,000) | AID 2147, 2009 | Potency, µM (titrated, usually from 57.1 µM), without a hit: top-dose activity change, negative = inhibition, hits mostly inhibitors | Lysine-specific demethylase 4E (Homo sapiens), B2RXH2 | JMJD2E catalytic domain, FDH-coupled NADH fluorescence (FDH is formaldehyde dehydrogenase); active = well fitted inhibition curve with a large enough effect, not every such curve was filed as active; inconclusive = small, poorly fitted or top-dose-only effect, or another doubt; inactive = no such curve, though single readings can be large or run the other way;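 also: 0% = wells with enzyme and -100% = buffer wells without enzyme; nearly all actives have a fitted effect of over 50% in size; many of its hits are not listed in these tables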
# LMNA splice mod: qHTS Assay for Modulators of Lamin A Splicing; HeLa LMNA splicing GFP/RFP minigene ratio, 48 h; Potency, µM (series often up to 46.1 µM), for the others: at the highest dose ratio change, negative = inhibition, hits mostly inhibitors; actives 0.01% (n = 200,000); active = well fitted inhibition curve with a large enough effect in the signal ratio, with a control signal flat, not every such curve was filed as active; inconclusive = small, poorly fitted or top-dose-only effect, or effect the other way, or a change in a side signal; the % refers to the signal ratio; also: % is scaled to controls: 0 for no effect and ±100 for the full control effect
#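 Read-out is the ratio of GFP to DsRed2 object intensity, acquired by 488 nm laser-scanning cytometry on HeLa lamin A-EGFP minigene reporter cells. Compound incubation 48 hrs at 37 °C in Opti-MEM with 2% FBS; DMSO 0.5% final.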
# SMN2 splice enh: qHTS Assay for Enhancers of SMN2 Splice Variant Expression; HEK293 SMN2-luciferase splicing reporter, luminescence, 30-36 h; Potency, µM (doses to about 46.1 µM), for inactives: top-dose activity change, positive = activation, usual class: activators; actives 2.8% (n = 210,000); AID 1458, 2008; also: % of control where 0% means no effect; nearly all actives have a fitted effect of over 55% in size
#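 HEK293 cells carry an SMN2 minigene-luciferase reporter in which exon 7 inclusion puts luciferase in frame. Cells were seeded at 2000 cells/well, attached for 10-12 hours, then exposed to compounds for 30-36 hours at 37C before ONE-Glo luminescence.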
# RECQ1 helicase: qHTS Assay for Inhibitors of RecQ-Like Dna Helicase 1 (RECQ1). ATP-dependent DNA helicase Q1 (Homo sapiens), P46063. RECQ1 DNA unwinding, red fluorescence kinetic read. Potency, µM (titrated, usually from 57.3 µM), inactives show at the top dose activity, negative = inhibition, usual class: inhibitors. actives 0.54% (n = 240,000). AID 2549, 2010;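 also: plate controls were vehicle for no effect and no enzyme for full effect; nearly all actives have a fitted effect of over 30% in size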
#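 50 nM RECQ1T1 preincubated 15 min with compound in Tris pH 8.0 buffer with MgCl2, DTT, Tween-20 and 2.5 ug/ml poly(dI-dC); started with 200 nM TAMRA/BHQ-2 forked duplex and 2 mM ATP. Unwinding read as fluorescence (525/598 nm), two reads 2 h apart.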
# ALDH1A1 inh: qHTS Assay for Inhibitors of Aldehyde Dehydrogenase 1 (ALDH1A1) | Potency, µM (doses to about 75.3 µM), for inactives: top-dose activity, negative = inhibition, actives largely listed as inhibitors | Aldehyde dehydrogenase 1A1 (Homo sapiens), P00352 | actives 7.3% (n = 220,000) | AID 1030, 2008 | Purified ALDH1A1, NADH fluorescence, propionaldehyde substrate; active = well fitted inhibition curve with a large enough effect, not every such curve was filed as active; inconclusive = small, poorly fitted or top-dose-only effect, or another doubt; inactive = no such curve, though single readings can be large or run the other way;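 also: plate controls were no enzyme wells and a reference inhibitor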
# TRb SRC2 PPI: qHTS for Inhibitors of the Interaction of Thyroid Hormone Receptor and Steroid Receptor Coregulator 2; Thyroid hormone receptor beta (Homo sapiens), P10828; TRbeta-SRC2 peptide binding, fluorescence polarization; receptor liganded with 1 µM T3; Potency, µM (titrated, usually from 106 µM), inactives show top-dose activity change, negative = inhibition, most hits filed as inhibitors; actives 0.065% (n = 280,000); AID 1469, 2008;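 also: plate controls were bound peptide for no effect and peptide without receptor for full effect; nearly all actives have a fitted effect of over 50% in size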
# Target sequence (P10828 whole entry, looked up): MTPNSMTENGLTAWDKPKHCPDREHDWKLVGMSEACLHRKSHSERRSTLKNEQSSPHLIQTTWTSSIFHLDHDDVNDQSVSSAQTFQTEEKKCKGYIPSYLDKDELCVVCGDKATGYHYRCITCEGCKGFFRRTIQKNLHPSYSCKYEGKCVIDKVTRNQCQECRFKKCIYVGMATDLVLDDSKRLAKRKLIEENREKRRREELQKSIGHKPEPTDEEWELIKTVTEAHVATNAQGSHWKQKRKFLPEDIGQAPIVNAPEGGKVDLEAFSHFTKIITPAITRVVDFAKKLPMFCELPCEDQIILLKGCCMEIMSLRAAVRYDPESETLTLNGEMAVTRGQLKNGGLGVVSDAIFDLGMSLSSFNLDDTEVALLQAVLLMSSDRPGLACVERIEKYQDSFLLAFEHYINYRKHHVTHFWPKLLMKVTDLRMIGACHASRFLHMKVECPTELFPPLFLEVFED
#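 Quantitative HTS by FP: 0.6 uM TRb LBD, 20 nM labeled SRC2 20-mer, 1 uM T3, 5% DMSO; 5 hr ambient incubation; % activity per concentration and potencies from concentration series.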
# GoLoco inh red: qHTS Assay for Inhibitors of RGS12 GoLoco Motif Activity (Red Fluorophore); Potency, µM (series often up to 61.6 µM), for inactives: top-dose activity, negative = inhibition, usual class: inhibitors; actives 0.44% (n = 230,000); Guanine nucleotide-binding protein G(i) subunit alpha-1 (Homo sapiens), P63096; Gai1:RGS12 GoLoco peptide FP, rhodamine, 10 min; active = well fitted inhibition curve with a large enough effect, not every such curve was filed as active; inactive = no such curve, though single readings can be large or run the other way; also: % is scaled to controls: 0 for no effect and ±100 for the full control effect; nearly all actives have a fitted effect of over 30% in size; many of its hits are not listed in these tables
# Target sequence (P63096 whole entry, looked up): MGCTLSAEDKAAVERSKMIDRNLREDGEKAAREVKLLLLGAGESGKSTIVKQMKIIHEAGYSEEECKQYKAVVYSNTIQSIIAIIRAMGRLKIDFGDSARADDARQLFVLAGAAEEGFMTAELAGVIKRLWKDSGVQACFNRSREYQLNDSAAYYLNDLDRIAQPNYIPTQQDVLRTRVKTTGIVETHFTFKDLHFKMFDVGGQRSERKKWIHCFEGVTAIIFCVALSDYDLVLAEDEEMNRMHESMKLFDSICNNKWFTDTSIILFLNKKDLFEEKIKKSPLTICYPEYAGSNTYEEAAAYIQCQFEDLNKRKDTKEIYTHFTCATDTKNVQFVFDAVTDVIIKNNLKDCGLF
# * hit, by the source's call; i = inactive; ? = inconclusive; nt = not tested or not shown; [ ] = another dose, or the depositor's remark. Unless noted, calls follow the shape of the dose curve; as a rule, active = well fitted curve in the direction sought with a large enough effect; inconclusive = small, poorly fitted or top-dose-only effect, or another doubt; inactive = no such curve, though single readings can be large; an effect the other way counts as inactive or inconclusive. Potency is read from the fitted curve at half-maximal effect. This is a subset, so the mix of outcomes need not match the whole.
# The line under a structure holds: RECQ1 helicase, GoLoco inh red, TRb SRC2 PPI, LMNA splice mod, SMN2 splice enh, TR SRC2 fluor cs, ALDH1A1 inh, JMJD2E inh
> COc1cc(C)nc2nc(SCc3ccccc3)nn12
→ -8%, -15%, -12%, -3%, -16%, -1%, 14µM*, -4%
> CC(C)Sc1nc2ccccc2c(=O)[nH]1
→ -8%, 1%, -7%, 3%, -18%, -1%, -4%, -1%
> CC(C)(C)c1ccc(C(CC(=O)O)NC(=O)CCCc2ccccc2)cc1 (stereo not drawn)
→ -10%, 3%, -1%, nt, nt, -4%, 18%, -11%
> Cc1cc(NC(=O)c2cc3nc(C4CC4)cc(C(F)(F)F)n3n2)no1
→ 2%, 14%, 4%, -5%, 5%, -1%, ?, ?
> COc1ccccc1CN1CCNC(=O)C1CC(=O)NC1Cc2ccccc2C1 (stereo not drawn)
→ -9%, -3%, -1%, ?, nt, 0%, ?, -12%
> CC(C)OC(=O)CSc1n[nH]c(-c2cccnc2)n1
→ -6%, 0%, -11%, ?, 3%, -5%, -9%, -2%
> Cc1cccc(CSc2nnc(NC(=O)c3ccco3)s2)c1
→ -10%, -7%, 2%, 7%, 11%, -7%, 12%, ?
> C[C@](N)(C(=O)O)c1ccc(-c2nn[nH]n2)cc1
→ -4%, -10%, -10%, nt, nt, 3%, 16µM*, -26%
> C=CCNC(=O)c1ccccc1NC(=O)c1ccccc1C
→ i, 0%, -7%, -10%, -13%, -4%, ?, 2%
> Cc1cccc(NC(=O)CN2C(=O)N/C(=C/c3ccc(-c4cccc(C(=O)O)c4C)o3)C2=O)c1
→ 20%, 7%, -8%, nt, -21%, -1%, -1%, -3%
> O=[N+]([O-])c1cccc(-c2nc(Oc3ccc(Cl)cc3)c3ccccc3n2)c1
→ 7%, 13%, -1%, ?, 5%, -2%, ?, 0%
> O=C(Cn1cc(C(F)(F)F)ccc1=O)NC(c1ccccc1)c1ccccc1
→ 1%, -1%, -7%, -1%, -12%, -2%, 1%, ?
> COc1cccc(Cn2c(=O)cnc3cnc(Nc4cccc(OC)c4)nc32)c1
→ -17%, 11%, nt, ?, nt, nt, -9%, nt
> O=C1CCC(C(=O)Nc2ccc(OC(F)F)cc2)N1 (stereo not drawn)
→ -5%, 2%, 9%, 2%, -16%, 0%, 7%, -2%
> Cc1ccc(NC(=O)c2cccs2)cc1NC(=O)c1cccnc1
→ -4%, 10%, -1%, ?, 4%, -1%, -14%, -8%
> CCn1c(C(=O)N2CCc3ccccc3C2)cc2sccc21
→ -6%, 36%[activator], 0%, -5%, -22%, 0%, -2%, -3%
> Cc1nc(NC(=O)CSc2nc3cccnc3n2C2CCCCC2)sc1C
→ -3%, 2%, -7%, 0%, -34%[inhibitor], -2%, -3%, -16%
> Cc1cc(CN2CCN(CCC#N)CC2)c(O)c(C2(C)CCCCC2)c1
→ ?, 13%, 10%, 5%, 13%, 1%, 0%, -6%
> C=CCC(C)(O)C#Cc1ccccc1 (stereo not drawn)
→ -10%, 117%[activator], -7%, nt, -1%, 0%, 5%, -1%
> Cc1csc(NC(=O)CCCSc2nc3ccccc3s2)n1
→ -3%, 6%, -21%, ?, -70%[inhibitor], -1%, 10µM*, -5%
> CC(C)NC(=O)N1CCCC2(CCN(C(=O)c3cccc(F)c3)CC2)C1
→ i, 3%, nt, nt, 3%, nt, 15%, nt
> Cc1ccc(N2C(=O)NC(C(F)(F)F)(C(F)(F)F)C3=C2CC(C)(C)CC3=O)cc1
→ i, -11%, 3%, 2%, 4%, -1%, 14%, 6%
> Cc1cccc(NC(=O)/C(C#N)=C\c2cc(C)n(-c3ccc(C(=O)O)cc3)c2C)c1
→ -2%, 5%, 4%, nt, -19%, -1%, 3.2µM*, -29%
> CCNC(=S)N(Cc1c(C)noc1C)c1ccccc1
→ i, 6%, -4%, 5%, -20%, 0%, 4%, 3%
> CC(=O)NC1CC2CCCC(C1)N2C(=O)Nc1ccc(Cl)c(C(F)(F)F)c1 (stereo not drawn)
→ i, 7%, -2%, -4%, -11%, -2%, -14%, 9%
> O=C1CCC(C(=O)OC(C(=O)c2c[nH]c3ccccc23)c2ccccc2)=NN1 (stereo not drawn)
→ 0%, 1%, -4%, -11%, 3%, 0%, -7%, -25%
> Cc1nc(Nc2ccc3c(c2)OCO3)c2oc3ccccc3c2n1
→ -8%, 2%, -3%, -21%, -14%, -12%, ?, ?
> CCN(C(=O)c1coc(=O)c(Br)c1)c1ccc2c(c1)OCO2
→ ?, -20%, -8%, ?, -22%, 0%, ?, ?
> COCCCNC(=O)c1ccc(CN2CCc3ccccc3C2)cc1
→ i, 13%, -11%[53 µM], ?, nt, -1%[53 µM], 11%, 7%
> Cn1cc(CN2CCCCC2c2ccccn2)c(-c2ccc3c(c2)OCCO3)n1 (stereo not drawn)
→ i, 12%, 3%[53 µM], 23%[46 µM], nt, -2%[53 µM], 0%, 4%

# Structural class, the entries above containing a Cl atom
# The line under a structure holds: RECQ1 helicase, GoLoco inh red, TRb SRC2 PPI, LMNA splice mod, SMN2 splice enh, TR SRC2 fluor cs, ALDH1A1 inh, JMJD2E inh
> O=[N+]([O-])c1cccc(-c2nc(Oc3ccc(Cl)cc3)c3ccccc3n2)c1
→ 7%, 13%, -1%, ?, 5%, -2%, ?, 0%
> CC(=O)NC1CC2CCCC(C1)N2C(=O)Nc1ccc(Cl)c(C(F)(F)F)c1 (stereo not drawn)
→ i, 7%, -2%, -4%, -11%, -2%, -14%, 9%

# (next part)
# The line under a structure holds: RECQ1 helicase, GoLoco inh red, TRb SRC2 PPI, LMNA splice mod, SMN2 splice enh, TR SRC2 fluor cs, ALDH1A1 inh, JMJD2E inh
> Cc1cccc(-n2c(SCc3cc(=O)n4ccsc4n3)nc3ccccc3c2=O)c1
→ i, 6%, -4%, 6%, 1%, 2%, -1%, 1%
> COc1ccc(-n2ncc(S(=O)(=O)c3ccccc3)c2-c2ccc(Cl)cc2)cc1
→ -22%, 0%, 1%, -17%, -15%, 0%, -16%, ?
> Cc1ccnc(SCc2cc(=O)c(OC(=O)c3ccc(S(=O)(=O)N(C)C)cc3)co2)n1
→ -2%, 9%, -1%, -7%, 7%, 3%, 1%, -8%
> CC(=O)N1CCn2c3c(c4cc(C)ccc42)CCCC31 (stereo not drawn)
→ -6%, 11%, 2%, -5%[46 µM], -1%, -2%, -2%, ?
> CCOc1ccc(C(=O)NC(=S)Nc2ccccc2N2CCCCC2)cc1[N+](=O)[O-]
→ -7%, 14%, -12%, ?, -14%, 0%, ?, -10%
> Cc1ccc(C(C)C)cc1NC(=O)Nc1ccc([N+](=O)[O-])cc1
→ 15%, 5%, 4%, nt, nt, 1%, nt, -7%
> COC(=O)CCc1c(C)c(C(=O)c2cc(F)c(F)c(F)c2F)c2ccccn12
→ i, 8%, -15%, 5%[46 µM], -3%, -1%, ?, 12%
> CC(C)OCC(O)Cn1c(N2CCCC2)nc2c1c(=O)[nH]c(=O)n2C (stereo not drawn)
→ -5%, 9%, -7%, 7%, nt, -1%, -1%, 0%
> CC(=O)CC1(O)C(=O)N(Cc2ccccc2)c2ccccc21 (stereo not drawn)
→ -9%, 6%, 2%, 10%, -3%, 0%, ?, 0%
> O=C1CCC/C1=C/Nc1cccc(F)c1
→ 0%, -9%, -2%, nt, nt, -1%, nt, ?

# Some entries already given, showing only RECQ1 helicase, TR SRC2 fluor cs and JMJD2E inh.
molecule	RECQ1 helicase	TR SRC2 fluor cs	JMJD2E inh
Cc1ccnc(SCc2cc(=O)c(OC(=O)c3ccc(S(=O)(=O)N(C)C)cc3)co2)n1	-2%	3%	-8%
CC(=O)N1CCn2c3c(c4cc(C)ccc42)CCCC31 (stereo not drawn)	-6%	-2%	?

# (continued)
# The line under a structure holds: RECQ1 helicase, GoLoco inh red, TRb SRC2 PPI, LMNA splice mod, SMN2 splice enh, TR SRC2 fluor cs, ALDH1A1 inh, JMJD2E inh
> Cc1noc(C)c1C(=O)N1CCC2(CCCN(C(=O)Nc3cccc(F)c3)C2)CC1
→ i, 13%, nt, nt, -6%, nt, 3%, nt
> O=C(Nc1ccccn1)c1ccc(CN(c2ccccc2)S(=O)(=O)c2ccccc2)cc1
→ i, -4%, -2%, ?, -31%[inhibitor], -2%, -2%, -12%
> CCOCCCn1c(SC(C(=O)Nc2cc(C)ccc2C)c2ccccc2)nnc1-c1ccc(Cl)cc1 (stereo not drawn)
→ -6%, 9%, 3%, ?, -12%, 0%, ?, 2%
> CCS(=O)(=O)N1CCN(c2nc(-c3ccccc3)cs2)CC1
→ i, 17%, -8%, ?, 20%, 1%, -14%, 8%
> O=C(CN(CCc1ccccc1)S(=O)(=O)c1ccc(Br)cc1)N/N=C/c1ccccc1C(=O)O
→ i, -1%, -1%, nt, 2%, -6%, ?, -15%
> c1ccc(Cc2nnc3sc(-c4ccccn4)nn23)cc1
→ -3%, 1%, -6%, -4%, 6%, 3%, 14µM*, -1%
> CCOC(=O)C1=C(C(F)(F)F)Nc2ncnn2C1c1ccc(OC)c(OC)c1OC (stereo not drawn)
→ -11%, 3%, 7%, 0%, -3%, -1%, 6%, ?
> CC(=O)C(Cc1cnc(Cl)s1)(Cc1cnc(Cl)s1)C(C)=O
→ 2%, -2%, -4%, -4%, 5%, -6%, 3%, 3%
